Screening data as filed in PubChem.
HIV RNase H inh – inhibitors of HIV-1 reverse transcriptase RNase H; P04585; RT-RNase H RNA/DNA duplex cleavage, fluorescence; inhibition, % at 10 µM; 65,000 compounds, 1.9% hits; in the data active = inhibition above about 50%
RmlCD inh mix – inhibitors of RmlC and RmlD coupled enzymes; RmlC/RmlD coupled enzyme inhibition, 384-well mixture HTS; inhibition, % at 5.5 µM; 110,000 compounds, 0.39% hits; in the data active = inhibition above about 30%, passing the limit was not always enough; inconclusive = no clear call, values can overlap the other calls; note: strong numbers were not always called active
Starred values were filed as active, the others as inactive; ? = inconclusive; · = no result given. A portion of the library; the hit share may differ from the screen's.

compound | HIV RNase H inh | RmlCD inh mix
Cc1ccccc1CN1C(=O)[C@@H]2Cc3c([nH]c4ccccc34)C(C)(C)N2C1=O | · | -56
CCn1c(SCC(=O)c2[nH]c(C)c(C(C)=O)c2C)nnc1-c1cccs1 | -3 | -22
CCOC(=O)N1CCN(C(=O)CSc2nnc(-c3ccccc3OC)o2)CC1 | 49 | 2
O=S(=O)(Nc1ccc2c(c1)nc1n2CCN(Cc2ccccc2)C1)c1ccccc1 | 3 | -10
Cc1nc2cc(-c3cccc(F)c3)nn2c(C)c1CCC(=O)N1CCC2(CC1)OCCO2 | -6 | -14
COc1ccc(CC(=S)N2CCOCC2)cc1 | · | 59
O=c1onc(-c2cccs2)n1Cc1ccccc1 | · | 0
CCn1nc(C(=O)O)c(=O)c2cc3c(cc21)OCO3 | -6 | -17
Cc1cc(C(F)(F)F)nc(NCc2ccc(F)cc2)n1 | -21 | -5
Cc1cc(C)nc(-n2nc(C)c(Sc3ccc(F)cc3)c2N)n1 | -18 | -13
Cc1ccccc1-n1c(SCC(=O)N2CCOCC2)nc(O)cc1=O | -8 | 15
COC(=O)c1sc2nc(-c3ccccc3)nc(N3CCN(C)CC3)c2c1C | -8 | -1
O=C(NCCCN1CCOCC1)c1ccc(Br)cc1 | -5 | 11
C/C1=C\[C@@H](C)C/C=C/[C@H]2[C@@H]3O[C@]3(C)[C@@H](C)[C@H]3[C@H](Cc4c[nH]c5ccccc45)NC(=O)[C@]32C(=O)/C=C/C(=O)[C@@H]1O | · | -7
N#C/C(=C(/O)CN1CCCCC1)c1nc(-c2ccc(Cl)cc2)cs1 | · | 6

Six neighbouring records from above:
compound | HIV RNase H inh | RmlCD inh mix
CCn1c(SCC(=O)c2[nH]c(C)c(C(C)=O)c2C)nnc1-c1cccs1 | -3 | -22
CCOC(=O)N1CCN(C(=O)CSc2nnc(-c3ccccc3OC)o2)CC1 | 49 | 2
O=S(=O)(Nc1ccc2c(c1)nc1n2CCN(Cc2ccccc2)C1)c1ccccc1 | 3 | -10
Cc1nc2cc(-c3cccc(F)c3)nn2c(C)c1CCC(=O)N1CCC2(CC1)OCCO2 | -6 | -14
COc1ccc(CC(=S)N2CCOCC2)cc1 | · | 59
O=c1onc(-c2cccs2)n1Cc1ccccc1 | · | 0

(further entries)
compound | HIV RNase H inh | RmlCD inh mix
CCOc1ccc2nc(NC(=O)CN3CCN(C)CC3)sc2c1 | · | 3
Cc1ccc(S(=O)(=O)NCCC(=O)NCc2ccccc2)cc1 | -12 | -1
COc1ccc(-c2cc3ccccc3n2CC(O)CN2CCC(C)CC2)cc1 (stereo unspecified) | · | 8
Cc1ccccc1N1CCN(C(=O)C2CCCCC2)CC1 | 7 | -5
Cc1cc(=O)oc2c1ccc1oc(/C(=N/O)c3ccccc3)c(C)c12 | -6 | -10
O=C(NCc1cccnc1)C1CCN(C(=O)c2ccc(Cl)cc2Cl)CC1 | 3 | 4
CC(C)N(C(=O)c1ccccc1-c1ccccc1)C(C)C | · | 4
CC(=O)c1cnc2cc(-c3ccc(Cl)cc3)nn2c1C | · | -21
CCOC(=O)c1ccc(CSc2ncn[nH]2)o1 | -1 | 9
N#Cc1ccccc1Cn1c(=O)n(-c2ccc(CC(=O)NCc3ccco3)cc2)c(=O)c2sccc21 | -7 | -6
CSCC[C@H](NC(=O)CCn1nnc2ccccc2c1=O)C(=O)O | -6 | -10
Cc1nn(C(C)C(=O)NCc2ccccc2)c(C)c1[N+](=O)[O-] (stereo unspecified) | · | 3
Cc1ccc(C)n1NC(=O)c1ccc(O)cc1 | · | -13
O=C(CSc1ccccc1)Nc1ccc(N2CCN(c3ccccc3)CC2)c(F)c1 | · | 11
CN(C)c1ccc(C(=O)OCC(=O)c2cccs2)cc1 | -9 | ·

One compound at a time, from the list above:
Cc1ccccc1N1CCN(C(=O)C2CCCCC2)CC1 reads HIV RNase H inh = 7; RmlCD inh mix = -5
CCOC(=O)c1ccc(CSc2ncn[nH]2)o1 reads HIV RNase H inh = -1; RmlCD inh mix = 9

(next part)
compound | HIV RNase H inh | RmlCD inh mix
CCOC(=O)N1CCN(C(=O)CSCC(=O)Nc2nc(-c3ccccc3)cs2)CC1 | -19 | -9
O=C(CSc1nc2cc3ccccc3cc2[nH]1)Nc1ccc(F)cc1 | · | -5
COC(=O)c1c(S(N)(=O)=O)c2ccccc2n1C | 5 | 61
C=CCc1ccc(OCCCCCN2CCOCC2)c(OC)c1 | -3 | 14
CC(C)(C)NC(=O)CSc1ncnc2c1nnn2Cc1ccccc1Cl | 4 | 2
Cc1ccccc1NC(=O)Cc1ccccc1 | · | -8
NCCc1nnc(SCc2ccccc2F)o1 | -2 | 7
O=C(CNC(=O)c1ccco1)OCc1cccc(Cl)c1 | -9 | 1
Cc1cccc(-c2noc(CCC(=O)NCC3CCCO3)n2)c1 (stereo unspecified) | · | -2
CCOC(=O)c1c(NC(=O)C2CCN(S(=O)(=O)c3cccs3)CC2)sc(C)c1C | 16 | -13
COc1ccc(NC(=O)Cn2nnc(-c3ccccc3NC(=O)c3ccco3)n2)cc1 | 7 | 9
CN(c1ccccc1C(=O)NCC1CCCO1)S(C)(=O)=O (stereo unspecified) | 1 | -6
CN1c2ccccc2C(O)=C(C(=S)Nc2ccccc2)S1(=O)=O | · | -2
CCOC(=O)C1CCCN(c2c(NCCN(CC)c3ccccc3)c(=O)c2=O)C1 (stereo unspecified) | · | 178
Cc1ccc(Nc2ncccc2C(=O)O)cc1C | -1 | 8
CCN(CC)CCNc1nc2cc(OC)c(OC)cc2c2nc(-c3ccccc3)nn12 | · | 28
COc1cc(C(=O)Oc2ccccc2N)cc(OC)c1OC | -3 | -7
CC1CC(C)CN(C(=O)CSc2nnc(-c3ccc(Cl)s3)o2)C1 (stereo unspecified) | 15 | 7
FC(F)(F)c1nc(N2CCN(c3ccccc3)CC2)nc2c1CCCCC2 | -7 | -8
O=C(NC1CC1)C1CCN(Cc2cnn(-c3ccccc3)c2-n2cccc2)CC1 | · | -5
CCCCSc1nc2c(c(=O)n1CC)SC(C)C2 (stereo unspecified) | -58 | -3
COc1ccccc1[C@@H]1C(c2cccc(Cl)c2)=NN(c2ccc(Br)cc2)[C@H]1C(=O)N1CCOC1=O | · | -204
COc1ccc(COC(=O)Nc2cc3c(C(F)(F)F)nn(C)c3s2)cc1 | · | -5
O=C(NCN1C(=O)C2C3C=CC(C3)C2C1=O)Nc1ccccn1 (stereo unspecified) | -12 | 6
Cc1cc(C(=O)N/N=C/C=C/c2ccc3c(c2)OCO3)n[nH]1 | · | 17
O=C(CCCOc1ccccc1)Nc1cccc(C(=O)O)c1 | 1 | 5
O=C(CSc1nnc(-c2ccccc2F)n1C1CCCCC1)N1CCCC1 | -5 | -5
COc1c(O)cccc1-c1nnn(CCC(=O)OCC(=O)c2ccccc2)n1 | -16 | 6
CCCCC(=O)Nc1cccc(NC(=O)c2ccc(Br)cc2)c1 | · | 1
Cc1cccc(C(=O)Nc2ccc(C)c(OC(=O)c3cccc(C)c3)c2)c1 | · | 6
Cc1onc(-c2ccccc2Cl)c1C(=O)NCC(=O)O | -4 | -2
Cc1c(NC(=O)C(C)OC(=O)COc2cccc3c2OC(C)(C)C3)c(=O)n(-c2ccccc2)n1C (stereo unspecified) | -10 | -14
COc1ccc2c(=O)c3c(=O)n(Cc4ccco4)c(-c4ccccc4)nc3oc2c1 | 2 | 0
COc1ccccc1C(=O)Nc1ccc(C(=O)N2CCCC2)cc1 | · | -9
COC(=O)c1c(C(=O)OC)c2cc(C(=O)c3ccccc3)ccn2c1Cl | · | -29
CC1(C)CCCC2=C1CC1C(=O)N(O)C(=O)C1C2 (stereo unspecified) | 1 | 5
Cc1nn(-c2ccccn2)c2c1C(c1ccccn1)C1=C(CCCC1=O)N2 (stereo unspecified) | · | -6
CCc1ccccc1NC(=O)C(C#N)Cc1cccnc1 (stereo unspecified) | -6 | -14
CCOC(=O)NC(Nc1ccc(C)cn1)(C(F)(F)F)C(F)(F)F | -2 | -8
CCOC(=O)N1CCN(S(=O)(=O)c2ccc3c(c2)oc(=O)n3C)CC1 | 7 | -11
COCCNC(=O)Nc1ccc2c(c1)N(C)C(=O)CS2 | 0 | -14
Cc1cc(C)n(S(=O)(=O)c2cc(C(=O)O)c(Cl)cc2Cl)n1 | 0 | -13
O=C(c1ccco1)N1CCN(C(=O)C2CCCN(S(=O)(=O)c3cccc4nsnc34)C2)CC1 (stereo unspecified) | · | 8
O=C(Nc1ccc(C(F)(F)F)cc1Cl)c1ccc(Cn2cc(Br)cn2)o1 | -39 | -6
Cc1ccc(Nc2cc(-n3nc(C)cc3C)ncn2)c(C)c1 | -5 | 4

Next records follow.
Second line of a record: HIV RNase H inh	RmlCD inh mix
> CC(C)NC(=O)c1cc(-c2ccc(Br)cc2)on1
    -1	-9
> O=c1c2ccccc2nc2n1CC/C2=C/N1CCN(c2cccc(C(F)(F)F)c2)CC1
    15	-1
> C=CCNC(=O)NS(=O)(=O)c1ccc(C)cc1
    -8	-8
> Cc1cc(C)n(C(=O)c2ccc(C)c(S(=O)(=O)N3CCCCC3)c2)n1
    ·	-1
> Cc1ccc(-c2nc3cnccn3c2Nc2ccc3c(c2)OCO3)o1
    -3	-18
> COc1ccc(C2C(=O)N(C3CCCCC3)CC(=O)N2Cc2ccco2)cc1 (stereo unspecified)
    7	-13
> Cc1ccc(C(C)C)c(OCC(O)CN2CCOCC2)c1 (stereo unspecified)
    -2	-12
> O=C(CSc1nc(-c2ccccc2)c(-c2ccccc2)[nH]1)Nc1nccs1
    ·	5
> Cc1cc(N2CCN(C(=O)OC(C)(C)C)CC2)n2ncnc2n1
    -12	4
> CC(C)CNC(=S)NC1CCCC1
    ·	6
> CCOC(=O)CC1NC(=O)c2ccccc21 (stereo unspecified)
    ·	5
> CC(=O)N1CN(CCCn2ccnc2)Cc2c1sc1c2CCCC1
    -6	-13
> O=C(NCc1cccs1)c1cc(C2CC2)on1
    ·	8
> CN(C)c1nc(NCc2ccccc2)nc(SCC(=O)Nc2ccccc2)n1
    ·	-6
> COc1ccccc1OCC(=O)Nc1ccccn1
    -18	-11
> CCC(C)CCCCCCCCCCC(=O)O (stereo unspecified)
    ·	10
> CCCCNC(=S)NNC(=O)CCn1nc(C)c(Br)c1C
    ·	2
> Cc1cc(C)c2nc(-c3ccccn3)cc(C(=O)Nc3cc(C)on3)c2c1
    31	-55
> O=C1NC(=O)c2c(NC(=O)C3CCCO3)cccc21 (stereo unspecified)
    -10	4
> O=C(Nc1ccc(Cl)cn1)C1CCCN1S(=O)(=O)c1ccc(Cl)cc1 (stereo unspecified)
    2	-5
> CC(=O)Nc1ccc(S(=O)(=O)NCCc2ccccc2)cc1
    -7	12
> Cc1cccc(/C=C2\CCC(=C3SCCCS3)C2=O)c1
    ·	2
> Cc1ccc(C(=O)NNC(=O)CSc2nnc(-c3ccncc3)n2C)cc1
    ·	-13
> COC(=O)C1=C(C)OC(N)=C(C#N)C1c1c(C)nn(-c2ccccc2)c1Cl (stereo unspecified)
    -15	1
> O=C(Cc1cccs1)Nc1nc2ccccc2s1
    -24	-10
> N#Cc1c(-c2cccs2)nc(SCC(=O)c2cccs2)[nH]c1=O
    ·	2
> Cc1cc(C)c(C(N)=O)c(NC(=O)Nc2ccccc2Cl)n1
    ·	9
> Oc1ccc(CN2CCN(c3ccccc3)CC2)c2cccnc12
    ·	1
> Cc1ccc(S(=O)(=O)c2nc(NCc3ccc4c(c3)OCO4)sc2Cl)cc1
    ·	-13
> Cc1cc([N+](=O)[O-])ccc1NCc1cccc([N+](=O)[O-])c1
    ·	9
> O=S1(=O)CCOC[C@H](Cc2ccccc2)N1Cc1ccc(F)cc1
    ·	-11
> CC(C)Nc1ccc(C(CC(N)=O)NC(=O)Cc2ccc(Br)cc2)cc1[N+](=O)[O-] (stereo unspecified)
    ·	-5
> CC1(OC(=O)c2ccco2)C(=O)C=C2C=C(c3ccsc3)OC=C2C1=O (stereo unspecified)
    ·	-14
> CCOC(=O)CSc1cc(CSc2ccccc2)nc(-c2ccccc2)n1
    ·	70
> Cc1ccc(C(=O)Nc2cnc3sc(C)nn3c2=O)cc1
    1	20
> CCC(COC(=O)Nc1cccc(C)c1)NC(=O)OCC(C)C (stereo unspecified)
    -21	10
> CCOC(=O)C(C)Oc1ccc(C2NC(=O)NC(C)=C2C(=O)Nc2ccccc2C)cc1 (stereo unspecified)
    4	33
> CC1(C(=O)N2CC3(CC(c4cccc(NC(=O)CC(c5ccccc5)c5ccccc5)c4)=NO3)C[C@@H]2C(N)=O)CC1 (stereo partly specified)
    ·	5
> CCCCn1c(=O)[nH]c(=O)c2c1nc(-c1ccc(C#N)cc1)n2C1CCCC1
    34	·
> CCSc1nc(-c2ccc(OC)cc2)cc(-c2ccccc2)c1C#N
    ·	-14
> O=C(Nc1ccc(Cl)cn1)C1CCCN1S(=O)(=O)c1ccccc1 (stereo unspecified)
    3	1
> O=C(CSc1ccc2c(c1)OCCO2)Nc1ccc(Br)cc1
    ·	14
> CCC1(c2ccccc2)C(=O)N(COC)C(=O)N(COC)C1=O
    -10	3
> O=c1c2c(C(F)(F)F)cc(C(F)(F)F)nc2[nH]n1-c1ccccc1
    ·	0
> CC1(c2nnc(-c3ccccc3)o2)CC(c2ccccc2)=NO1 (stereo unspecified)
    ·	-5
> CCS(=O)(=O)c1ccc2oc(SCC(=O)N3c4ccccc4CC3C)nc2c1 (stereo unspecified)
    ·	-10
> CCN1CCN(C(=O)C2CCN(Cc3cc(Cl)ccc3O)CC2)CC1
    ·	5
> FC(F)(F)C1=CC(c2ccccc2)=NCCN1
    ·	-19
> Cn1c(=O)n(Cc2ccc(Cl)cc2)c(=O)c2c1nc1n2CCN1Cc1ccco1
    -12	?
> CCOC(=O)c1cccnc1SCC(=O)NCc1ccccc1
    ·	10
> COCc1[nH]nc2c1C(c1c(F)cccc1Cl)C(C#N)=C(N)O2 (stereo unspecified)
    -31	-10
